TCR act = Activators of T cell receptors: qHTS campaign; 330,000 tested, under 10 active; Potency, µM (highest dose often 9.22 µM), for inactives: at the top dose activation of IL-2 secretion, actives largely listed as activators; primary human leukocytes, anti-CD3, IL-2 HTRF, 48 h; further: % of control where 0% means no effect
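48 hr co-incubation of compounds, a-CD3 beads and primary human leukocytes; IL-2 quantified homogeneously by HTRF with anti-IL-2 K and d2 conjugates.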
Coupling enz = qHTS Assay for Inhibitors of Fructose-1,6-bisphosphate Aldolase from Giardia Lamblia: Coupling assay counterscreen. coupling enzyme system counterscreen, AmpLite Red fluorescence. activity change, negative = inhibition, % at 58.2 µM, hits read low. 290,000 tested, 0.67% active; in the data active means activity change below about -30%; further: on the % scale 0 is the no-effect control and ±100 the full control effect
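Final compound at 57.5 uM, incubated 10 min at RT with coupling enzyme reagent (glyceraldehyde-3-phosphate), then 20 min with substrate and AmpLite Red detection. Fluorescence read at 525/598 nm; tests interference with the coupling assay, not aldolase inhibition.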
Giardia killer = Small Molecules that selectively kill Giardia lamblia: qHTS. Giardia lamblia trophozoite viability. 340,000 tested, 0.15% active. activity change, % at 7.66 µM, hits read low; in the data active means activity change below about -80%; inconclusive means between about -30% and that limit;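 further: parasites exposed to compound for two days anaerobically before the ATP read; on the % scale 0 is the no-effect control and ±100 the full control effect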
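Trophozoite viability was measured as ATP-dependent luminescence, read 15-30 min after reagent addition. Before that, parasites at 100 cells/well were exposed to compounds for 48 h, anaerobically, at 37 deg C.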
Chronic BCR inh = qHTS Assay to Find Inhibitors of Chronic Active B-Cell Receptor Signaling; ABC-DLBCL IkBa-CBG/CBR reporter, luminescence ratio, 4 h; Potency, µM (doses to about 46.1 µM), for the others: at the highest dose ratio change, negative = lower green/red ratio, usual class: inhibitors; 340,000 tested, 0.05% active; active means well fitted inhibition curve with a large enough effect in the signal ratio, with a control signal flat, not every such curve was filed as active; inconclusive means small, poorly fitted or top-dose-only effect, or effect the other way, or a change in a side signal; the % refers to the signal ratio;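 further: potency means the concentration at half of the fitted maximal effect; plate controls were basal doxycycline-induced cells for no effect and cells given 10 µM MG132 for full effect; MG132 reads +100%, hits lower the ratio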
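Compounds up to 46 uM were incubated four hours with TMD8 cells whose green CBG68 luciferase is fused to IkappaBalpha; red CBR luminescence normalised the signal, and concentration-effect curves were fitted to fusion, red and ratio data.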
Tb PFK inh = qHTS Assay to Find Inhibitors of T. brucei phosphofructokinase | T. brucei PFK, ADP-Glo luminescence | Potency, µM (titrated, usually from 57.5 µM), for inactives: at the top dose activity, negative = inhibition, actives largely listed as inhibitors | 330,000 tested, 0.17% active | AID 485367, 2010;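 further: potency means the concentration at half of the fitted maximal effect; 0% = uninhibited 1x PFK enzyme wells and -100% = no-enzyme wells; nearly all actives have a fitted effect of over 60% in size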
Target sequence (O15648 whole entry, looked up): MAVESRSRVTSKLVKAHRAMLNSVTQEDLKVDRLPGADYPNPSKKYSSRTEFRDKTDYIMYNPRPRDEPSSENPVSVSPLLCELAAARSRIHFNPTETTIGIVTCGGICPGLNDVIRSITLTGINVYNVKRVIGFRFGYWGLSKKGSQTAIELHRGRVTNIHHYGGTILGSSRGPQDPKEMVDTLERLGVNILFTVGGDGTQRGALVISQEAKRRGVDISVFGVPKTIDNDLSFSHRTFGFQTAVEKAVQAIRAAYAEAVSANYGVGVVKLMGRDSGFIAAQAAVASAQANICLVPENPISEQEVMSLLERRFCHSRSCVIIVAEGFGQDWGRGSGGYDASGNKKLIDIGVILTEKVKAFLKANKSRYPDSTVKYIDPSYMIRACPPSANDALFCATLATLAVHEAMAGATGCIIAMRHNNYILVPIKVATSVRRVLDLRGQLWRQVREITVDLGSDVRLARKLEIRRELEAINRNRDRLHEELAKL
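ADP-Glo luminescence quantified ADP after 45 min at room temperature, with 1.25 nM T. brucei PFK, 0.1 mM ATP and 0.5 mM fructose-6-phosphate in pH 8.0 TEA buffer. qHTS titrations up to 57 µM; curves classified by quality.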
GALK inh = qHTS Assay for Inhibitors of Human Galactokinase (GALK); Potency, µM (titrated, usually from 57.5 µM), inactives show top-dose activity change, negative = inhibition, hits mostly inhibitors; Purified GALK, Kinase-Glo residual ATP luminescence; P51570; AID 1868, 2009; 270,000 tested, 0.007% active; further: potency means the concentration at half of the fitted maximal effect; on the % scale 0 is the no-effect control and ±100 the full control effect
Target sequence (P51570 whole entry, looked up): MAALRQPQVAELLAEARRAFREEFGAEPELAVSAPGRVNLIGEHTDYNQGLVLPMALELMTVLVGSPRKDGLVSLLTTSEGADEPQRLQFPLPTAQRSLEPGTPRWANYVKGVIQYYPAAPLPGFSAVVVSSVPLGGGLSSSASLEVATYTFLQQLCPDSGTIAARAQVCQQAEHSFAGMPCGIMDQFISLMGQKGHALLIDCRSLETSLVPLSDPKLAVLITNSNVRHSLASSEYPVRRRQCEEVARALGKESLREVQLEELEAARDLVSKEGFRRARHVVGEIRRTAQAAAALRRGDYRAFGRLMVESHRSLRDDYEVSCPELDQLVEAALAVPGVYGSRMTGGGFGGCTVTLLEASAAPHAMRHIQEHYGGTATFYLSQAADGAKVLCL
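Galactose (100 uM) and ATP (35 uM) were turned over by 5 nM GALK for 1 h at RT. Kinase-Glo Plus then converted the remaining ATP into a luminescent signal.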
CXXC DNA block = qHTS Fluorescence Polarization Assay for Inhibitors of MLL CXXC domain - DNA interaction. Potency, µM (titrated, usually from 115 µM), for inactives: at the top dose activity change, negative = inhibition, usual class: inhibitors. Histone-lysine N-methyltransferase 2A (Homo sapiens), Q03164. MLL-CXXC / FITC-HOXA9 DNA fluorescence polarization. 290,000 tested, 0.037% active; active means well fitted inhibition curve with a large enough effect in the polarisation, with a control signal flat, not every such curve was filed as active; inconclusive means small, poorly fitted or top-dose-only effect, or effect the other way, or a change in a side signal; inactive means no such curve, though single readings can be large or run the other way; the % refers to the polarisation; further: potency means the concentration at half of the fitted maximal effect
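Purified MLL-CXXC (added from a 7 uM solution) was preincubated 5 min at ambient with pinned compounds in 50 mM Tris-HCl pH 7.5, 50 mM NaCl, 1 mM DTT, 0.05% BSA. Fluorescein-labeled HOX-A9 DNA (50 nM solution) followed, 30 min, then polarization read.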
TSHR antagonist = Antagonists of the Thyroid Stimulating Hormone Receptor: HTS campaign | activity change, negative = inhibition, % at 11.5 µM | AID 504810, 2011 | TSHR-expressing cells, TSH-stimulated cAMP HTRF, 2 h; active compounds read low | 330,000 tested, 0.2% active;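 active means activity change below a set negative limit, meaning inhibition stronger than a set level, cut at about -70% in these data; inconclusive means activity change between two set negative limits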; further: on the % scale 0 is the no-effect control and ±100 the full control effect
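Cell-based HTRF cAMP assay; TSHR cells + compound, TSH EC80 (4nM final), 2 h, 37 deg C. Lysis with anti-cAMP cryptate and cAMP-d2, 30 min RT, read 665/620 nm.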
hERG WT inh = qHTS for Inhibitors of KCHN2 3.1: Wildtype qHTS | AID 720551, 2013 | 340,000 tested, 0.37% active | Voltage-gated inwardly rectifying potassium channel KCNH2 (Homo sapiens), Q12809 | activity change, % at 1.84 µM | U2OS, BacMam KCNH2, thallium flux FluxOr; active compounds read low;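 active means maximum activity change below -70%; inconclusive means maximum activity change between -70% and -50%; inactive means maximum activity change above -50%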; further: on the % scale 0 is the no-effect control and ±100 the full control effect
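U2OS cells transduced with wild-type KCNH2 virus are loaded with FluxOr dye for 45 min, and thallium flux is measured in kinetic reads before and after stimulation buffer. Rate constants are normalized to DMSO controls.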
AT treatment = qHTS Assay for Identifying a Potential Treatment of Ataxia-Telangiectasia. […] A-T fibroblasts, KAP-1 phosphorylation AlphaLISA; neocarzinostatin DNA damage 30 min before lysis. Potency, µM (series often up to 57.5 µM), for inactives: at the highest dose activation, usual class: activators. 320,000 tested, 0.19% active. AID 485349, 2010; further: potency means the concentration at half of the fitted maximal effect; % of control where 0% means no effect; nearly all actives have a fitted effect of over 45% in size
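hTERT-immortalized A-T patient fibroblasts ([…]), 500 cells/well in OPTI-MEM, 1% FBS, got compounds for 60 min, then NCS for 30 min at 37C. Lysates were then assayed for phospho-KAP-1 by AlphaLISA (anti-pKAP1 donor, anti-KAP1 acceptor beads), 6 hr at 25C.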
An asterisk follows results filed as active; ? = inconclusive; . = not tested or not shown; [ ] = dose if it differs, or a comment. Unless noted, the call rests on the fitted dose curve; in most records, active means well fitted curve in the direction sought with a large enough effect; inconclusive means small, poorly fitted or top-dose-only effect, or another doubt; inactive means no such curve, though single readings can be large; an effect the other way counts as inactive or inconclusive.

SMILES	TCR act	Coupling enz	Giardia killer	Chronic BCR inh	Tb PFK inh	GALK inh	CXXC DNA block	TSHR antagonist	hERG WT inh	AT treatment
Clc1ccc(CSc2ncn(-c3ccccc3)n2)cc1	-3%[46.1 µM]	3	6	1%	3%	0%	15%	21	-2	13%
CCCOc1ccc(C(=O)NCCCn2ccnc2)cc1	3%	1	-2	-1%	-7%	-1%	1%	1	1	-3%
Cc1ccc2[nH]c(=O)cc(C(=O)OCC(=O)c3ccc(F)cc3)c2c1	.	3	3	-10%	0%	14%	9%	-1	6	-3%
CCN(CC)S(=O)(=O)c1cccc(-c2nnc(SCC(=O)NC3CCCCCC3)n2N)c1	-1%	4	-7	-3%	2%	3%	-2%	-11	-11	.
CCOC(=O)c1c(C(F)(F)F)nc2ncccn12	4%	-4	-10	2%	-6%	0%	0%	12	-3	2%
CCOc1ccc(S(=O)(=O)NCCC(=O)NC2CCCCC2)cc1	-3%	.	30[activator]	5%	2%	.	.	-1	11	1%
CC(C)c1nnc(NC(=O)c2cccnc2)s1	-1%	-4	-21	?	-1%	0%	-1%	4	2	-2%
COC(=O)CSc1nc2c(c(C3CC=CCC3)c1C#N)CCC2 (configuration not stated)	-1%[46.1 µM]	8	2	?	-3%	1%	3%	-13	0	.
CN(C)c1ccc(C(=O)Nc2nnc(C3=COCCO3)o2)cc1	-7%	-1	-7	?	-2%	0%	0%	-3	15	-1%
Cc1nn(C(=O)c2cccc([N+](=O)[O-])c2)c(C)c1Cl	0%	2	13	?	4%	6%	12%	-4	-5	-4%
Cc1cc(C)c(NC(=S)N2CCC(N(C)CC3CCCO3)CC2)c(C)c1 (configuration not stated)	-6%	-5	-22	-10%	0%	0%	-3%	1	-26	2%
COc1ccc(N2CCN(C(=O)c3ccc(-c4nc5ccccc5s4)o3)CC2)cc1	-1%	.	2	0%	5%	.	.	-4	2	-2%
COc1nc(NCC(C)C)nc(Oc2ccc(=O)n(-c3ccccc3)n2)n1	-19%	4	12	-1%	3%	3%	3%	-8	-7	5%
CC1=CC(C)(C)Nc2ccc(OC(=O)CN3C(=O)c4ccccc4C3=O)cc21	-1%	-2	-6	?	-4%	.	18%	19	-17	10%
CC(C)Cn1c(N)c(C(=O)CCl)c(=O)n(C)c1=O	-1%	4	-16	0%	9%	.	0%	-4	1	3%
CC(C)(C)N(Cc1cc2ccccc2[nH]c1=O)C(=O)c1cccc([N+](=O)[O-])c1	-5%	1	18	6%	2%	-2%	-14%	-3	4	-12%
COC(=O)c1ccc(CSc2ccc3nnc(-c4cccc(F)c4)n3n2)o1	6%	2	?	-1%	1%	1%	8%	6	1	-8%
CC(=O)c1cccc(NC(=O)CN2C(=O)c3ccccc3C2=O)c1	3%	-1	7	2%	3%	0%	0%	-6	7	2%
COc1ccccc1C(=O)Nc1ccc(C(=O)N2CCCC2)cc1	1%	3	2	-30%	1%	1%	0%	1	-4	0%
Cc1ccc(S(=O)(=O)NC(=O)c2ccc(-c3ccc(-c4ccccc4)cc3)o2)c(C)c1	.	15	.	6%	10%	.	4%	-15	.	0%
O=C(O)c1cc(-c2cccs2)nn1-c1cccc(Cl)c1	-9%	14	-13	14%	-8%	8%	-14%	2	20	3%
CN(C(=O)Nc1ccccc1)n1cnc2ccccc2c1=O	-53%	4	-14	5%	-5%	6%	-7%	0	-21	-5%
NS(=O)(=O)c1ccc(NC(=O)COC(=O)C23CC4CC(CC(C4)C2)C3)cc1	0%[46.1 µM]	0	-19	0%	3%	-1%	?	6	-5	7%
Cc1nn(Cc2cccc(C(=O)NC3CCCCC3)c2)c(C)c1Cl	13%	1	25	-4%	-9%	.	-11%	-25	6	1%
COc1ccc(CC(=O)N2N=C(C)CC2(O)C(F)(F)F)cc1OC (configuration not stated)	-7%	6	-8	1%	-3%	2%	5%	-1	-11	1%

Exported with values under each structure: part of the list above
Every second line gives: TCR act	Coupling enz	Giardia killer	Chronic BCR inh	Tb PFK inh	GALK inh	CXXC DNA block	TSHR antagonist	hERG WT inh	AT treatment
CCCOc1ccc(C(=O)NCCCn2ccnc2)cc1
→ 3%	1	-2	-1%	-7%	-1%	1%	1	1	-3%
CC(=O)c1cccc(NC(=O)CN2C(=O)c3ccccc3C2=O)c1
→ 3%	-1	7	2%	3%	0%	0%	-6	7	2%
Cc1cc(C)c(NC(=S)N2CCC(N(C)CC3CCCO3)CC2)c(C)c1 (configuration not stated)
→ -6%	-5	-22	-10%	0%	0%	-3%	1	-26	2%
Clc1ccc(CSc2ncn(-c3ccccc3)n2)cc1
→ -3%[46.1 µM]	3	6	1%	3%	0%	15%	21	-2	13%
COc1nc(NCC(C)C)nc(Oc2ccc(=O)n(-c3ccccc3)n2)n1
→ -19%	4	12	-1%	3%	3%	3%	-8	-7	5%
Cc1nn(Cc2cccc(C(=O)NC3CCCCC3)c2)c(C)c1Cl
→ 13%	1	25	-4%	-9%	.	-11%	-25	6	1%

Remaining list, next part:
SMILES	TCR act	Coupling enz	Giardia killer	Chronic BCR inh	Tb PFK inh	GALK inh	CXXC DNA block	TSHR antagonist	hERG WT inh	AT treatment
O=C(O)c1ncsc1-c1ccccc1	-6%	0	3	0%	-5%	0%	3%	-2	-15	-1%
Cc1ccnc(N2C(=O)c3ccccc3C2Nc2ccc3c(c2)OCCO3)c1 (configuration not stated)	-4%	-1	6	0%	-4%	1%	-3%	-10	-2	9%
CCOC(=O)CSc1nc(C)c2cccc(C)c2n1	1%	-6	14	?	4%	0%	-2%	29	-1	-3%
Cc1ccc(N(C(=O)CNC(=O)c2cccs2)C(C(=O)NC2CCCC2)c2ccncc2)cc1 (configuration not stated)	2%	1	-5	-1%	-1%	1%	-14%	-2	9	9%
O=C(COc1ccccc1)N1c2ccccc2Sc2ccccc21	0%[46.1 µM]	1	-9	1%	-4%	-3%	6%	17	1	-2%
CSc1nnc(-c2cc(C)on2)n1-c1ccccc1	1%[46.1 µM]	3	-18	1%	0%	3%	7%	3	1	-4%
CCN(CC)S(=O)(=O)c1ccc(C)c(C)c1	7%	1	-2	16%	-4%	0%	0%	-1	10	0%
CC(=O)N1CCN(Cc2nc3cc(NC(=O)c4ccccc4C)ccc3n2C)CC1	7%	0	2	?	-5%	.	-5%	-1	-4	-3%
CN(C)CCCOC(=O)C1c2ccccc2Oc2ccccc21	-2%	1	-10	0%	-1%	1%	1%	-2	10	2%
O=C(CO/N=C/c1ccc(OC(F)F)cc1)NCc1cccs1	-3%	4	-9	-10%	3%	2%	6%	11	-16	2%
COc1ccccc1N1C(=O)CC(Sc2ccccc2N)C1=O (configuration not stated)	-6%	5	14	?	8%	1%	38%	6	-7	9%
Cc1ccc2nc(NC(=O)Cn3nc(C)c([N+](=O)[O-])c3C)sc2c1	0%[46.1 µM]	1	1	4%	-3%	1%	0%	-6	-8	-1%
Cc1cc(=O)oc(C)c1C(=O)NCc1cccnc1	-6%	2	-2	3%	2%	0%	-3%	18	1	-6%
COc1ccc(-c2[nH]ncc2-c2ccc3c(c2)OCCO3)c(O)c1	5%	0	-26	.	.	1%	0%	.	-1	.
O=S(=O)(c1ccccc1)C1CON(Cc2ccccc2)C1c1ccccc1 (configuration not stated)	-1%	2	4	-14%	2%	12%	-5%	33	-4	4%
CCOc1ccccc1-c1nc(-c2ccncc2)no1	0%	1	0	.	.	3%	-5%	.	-15	.
Cc1ccc(OCCCC(=O)NCc2ccco2)cc1	-3%	1	-11	4%	2%	-2%	2%	-11	-2	-8%

One compound at a time, as listed above. Screens in order: TCR act	Coupling enz	Giardia killer	Chronic BCR inh	Tb PFK inh	GALK inh	CXXC DNA block	TSHR antagonist	hERG WT inh	AT treatment
Listed for Cc1cc(C)c(NC(=S)N2CCC(N(C)CC3CCCO3)CC2)c(C)c1 (configuration not stated) : -6%	-5	-22	-10%	0%	0%	-3%	1	-26	2%
Listed for Clc1ccc(CSc2ncn(-c3ccccc3)n2)cc1 : -3%[46.1 µM]	3	6	1%	3%	0%	15%	21	-2	13%

Grouped by structure: those above with a COOH group (2)
SMILES	TCR act	Coupling enz	Giardia killer	Chronic BCR inh	Tb PFK inh	GALK inh	CXXC DNA block	TSHR antagonist	hERG WT inh	AT treatment
O=C(O)c1cc(-c2cccs2)nn1-c1cccc(Cl)c1	-9%	14	-13	14%	-8%	8%	-14%	2	20	3%
O=C(O)c1ncsc1-c1ccccc1	-6%	0	3	0%	-5%	0%	3%	-2	-15	-1%
